# ERa coact pot = ER-alpha (human) coactivator binding potentiation. P03372. TR-FRET ERalpha-LBD/SRC-Cy5 coactivator binding, 2 h; 100 = basal binding, no effect. coactivator binding (% of control), % at 25.6 µM. 86,000 tested, 1.3% active. AID 639; in the data active = activity above about 200%;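 also: binding measured in presence of low estradiol as agonist stimulus; 0% = peptide alone without receptor and 100% = receptor with peptide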
# Target sequence (P03372 whole entry, looked up, the tested form may be a part): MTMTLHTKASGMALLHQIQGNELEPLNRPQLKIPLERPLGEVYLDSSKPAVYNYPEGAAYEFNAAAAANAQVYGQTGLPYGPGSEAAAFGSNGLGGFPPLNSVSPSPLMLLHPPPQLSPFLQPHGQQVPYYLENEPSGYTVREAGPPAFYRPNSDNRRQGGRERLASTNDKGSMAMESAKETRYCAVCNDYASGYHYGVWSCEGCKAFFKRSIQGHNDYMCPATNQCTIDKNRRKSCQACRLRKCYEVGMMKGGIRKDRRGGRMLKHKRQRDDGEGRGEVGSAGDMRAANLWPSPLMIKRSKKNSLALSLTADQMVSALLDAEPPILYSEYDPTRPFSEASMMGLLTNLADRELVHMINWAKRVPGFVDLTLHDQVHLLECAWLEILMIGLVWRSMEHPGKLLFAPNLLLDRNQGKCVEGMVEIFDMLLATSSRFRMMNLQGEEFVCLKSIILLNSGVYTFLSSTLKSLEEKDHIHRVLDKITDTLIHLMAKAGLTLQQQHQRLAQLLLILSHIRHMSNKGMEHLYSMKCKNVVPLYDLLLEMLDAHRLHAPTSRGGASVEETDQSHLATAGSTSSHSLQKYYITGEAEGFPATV
# PLAP act = activators of human placental alkaline phosphatase; P05187; activation fold at 20 µM; purified PLAP enzyme, luminescent substrate read-out; active compounds read high; AID 696; 96,000 tested, 1.2% active; in the data active = activation fold above about 2
# Ecoli WT expand = blocks growth of wild type E. coli BW25113; OD600 absorbance; growth inhibition, % at 100 µM; 98,000 tested, 0.15% active; AID 710;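 active = growth inhibition above about 50% at one test dose, limit read from the data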;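 also: growth measured after 20 h incubation at 37 °C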
# ERa SRC1 inh = blocks coactivator binding to human estrogen receptor alpha | TR-FRET ER-alpha LBD / SRC-1 peptide, estradiol-bound | inhibition, % at 25.6 µM | 86,000 tested, 1.7% active | AID 629; in the data active = inhibition above about 50%;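 also: 0% = receptor plus peptide control and 100% = peptide only without receptor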
# CD11b adhes inh = CD11b/CD18-fibrinogen binding inhibition; K562 CD11b/CD18 adhesion to fibrinogen, ATPlite luminescence; Mn2+ added to activate the integrin; inhibition, % at 10 µM; 93,000 tested, 0.54% active; AID 1497;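 active = primary inhibition of 50% or more at 10 µM, then 40% or more on retest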; also: some results filed as inactive read as strong as hits
# ERb coact inh = blocks coactivator binding to human estrogen receptor beta. Q92731. TR-FRET ER-beta LBD / SRC1-Cy5 peptide binding; receptor agonist-loaded with 1 µM estradiol. inhibition, % at 25.6 µM. 86,000 tested, 1.3% active;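 active = compounds whose percent inhibition of the receptor-coactivator binding signal exceeds about 50% in the single-dose screen, limit read from the data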;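 also: 0% = receptor plus peptide wells without compound and 100% = peptide-only wells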
# FAK blocker = blocks human focal adhesion kinase activity; biochemical FAK kinase activity assay; inhibition, %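 (tested at 7 µM)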; 97,000 tested, 0.84% active; AID 727; in the data active = inhibition above about 19%;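 also: 0% = DMSO and 100% = reference compound high control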
# MT1-MMP txn act = activates MT1-MMP transcription; AID 750; 86,000 tested, 0.16% active; activation factor at 10 µM; HT1080 MT1-MMP promoter luciferase reporter, luminescence, overnight; active compounds read high;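 active = activation factor of at least 2 for MT1-MMP transcription at 10 µM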
# CD11b adhes enh = increases human CD11b/CD18 adhesion to fibrinogen. activation, % at 10 µM. 93,000 tested, 0.07% active. P05107+P11215. K562 CD11b/CD18 adhesion to fibrinogen, ATPlite luminescence;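 active = 10 µM primary screen giving 50% or more activity, confirmed by 40% or more on retest at that dose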; also: strong numbers were not always called active; reference of the scale not given here
# * marks the source's active call; other numbers are inactive results; nt = not tested or not shown; [ ] = dose if it differs, or a comment.
SMILES,ERa coact pot,PLAP act,Ecoli WT expand,ERa SRC1 inh,CD11b adhes inh,ERb coact inh,FAK blocker,MT1-MMP txn act,CD11b adhes enh
c1ccc(Cn2nnc3c(NCCN4CCOCC4)ncnc32)cc1,99,1.3,10,-2,-4,-9,6,0.8,-2
Cc1ccc(CNC(=O)CSCC(=O)O)cc1,118,0.9,-15,-5,1,8,-1,1.1,-2
CCOC(=O)c1cc2sccc2n1CC(=O)c1ccc2c(c1)OCCO2,123,1.3,-2,-1,2,-5,-3,1.3,0
O=C(O)Cn1cnc2scc(-c3cccs3)c2c1=O,64,nt,nt,38[fluorescence artefact?],nt,58*,-6,1.1,nt
COc1ccc(-c2cc3nc(C)cc(C)n3n2)c(OC)c1,112[fluorescence artefact?],nt,nt,1[fluorescence artefact?],nt,-1,nt,0.9,nt
CCOc1ccc(-c2nnc(-c3ccccc3)o2)cc1,113,nt,nt,-6,nt,-8,2,1.5,nt
COc1ccc(CCNC(=O)c2cnccn2)cc1,92[fluorescence artefact?],1.1,9,45,1,26,nt,1.2,4
C=CCN(C(=O)CN1CCOCC1)c1nc(C)c(-c2ccccc2)s1,98,1.8,4,-5,0,0,nt,1.2,2
COC(=O)CNc1n[nH]c(=S)[nH]c1=O,108[fluorescence artefact?],0.9,-9,-3,-10,-12,-9,0.9,4
Cc1ccc2c(c1)C(O)(c1c(C)[nH]c3ccccc13)C(=O)N2 (stereo unspecified),93,1.2,0,7[fluorescence artefact?],-8,-6[fluorescence artefact?],1,1.2,2
COC(=O)c1ccccc1NC(=O)Cn1cnc2ccc(S(=O)(=O)N3CCC(C)CC3)cc2c1=O,nt,0.9,-11,nt,-2,nt,nt,nt,0
N/C(=N\OC(=O)c1ccc(Cl)c(Cl)c1)c1ccccn1,nt,1,0,nt,-18,nt,2,nt,-4
Cc1occc1C(=O)NNC(=O)NC12CC3CC(CC(C3)C1)C2,nt,1,4,nt,-7,nt,-1,nt,-2
CCOC(=O)c1ccc(Oc2nc(NC)nc(Nc3ccccc3)n2)cc1,97,1,-6,-8,15,-2,1,1,0
CCOc1ccc(-n2cnnn2)cc1S(=O)(=O)Nc1c(C)cccc1C,101[fluorescence artefact?],1.1,4,-2,-15,-2[fluorescence artefact?],0,1.1,4
CCOc1ccc(S(=O)(=O)Nc2nc3ccccc3nc2N2CCN(C)CC2)cc1,122,1.8,-2,2,-6,3,-3,1.3,4
N#Cc1c(-n2cccc2)cccc1-n1cccc1,nt,1,4,nt,-2,nt,2,nt,-3
O=C(Nc1cnn(C23CC4CC(CC(C4)C2)C3)c1)c1cnn2cccnc12,102,1.1,-3,-29,3,-26,1,1,-8
Cn1c(SCC(=O)N2CCCc3ccccc32)nc2cccnc21,87,nt,nt,14,nt,16[fluorescence artefact?],-1,nt,nt
CCCCCCc1ccc(-c2ncc(N)cn2)cc1,83,1.3,15,-8,11,-2,2,0,7
C=CCn1c(SCC(=O)c2ccc(OC)cc2)nnc1C(C)NC(=O)c1cccs1 (stereo unspecified),102,1.5,-2,7,-11,-13,1,1.2,4
COc1cc(Cn2c(N)c(C#N)c3nc4ccccc4nc32)cc(OC)c1,131,1.1,-7,-4,9,1[fluorescence artefact?],2,1.2,-4
CCOC(=O)c1[nH]c(C)c(C(=O)N2CCN(C(=O)OCC)CC2)c1CC,114,1,5,99*[fluorescence artefact?],-46,-4,nt,1.2,5
COC(=O)C1CCN(C(=O)c2ccccc2Oc2ccccc2)CC1,121,1.2,5,-9,1,-9,2,1.2,5
c1ccc2sc(NC3=NCN(C4CCCCC4)CN3)nc2c1,106,1,-2,-1,7,0[fluorescence artefact?],-2,1.3,-4
CCOc1ccccc1NC(=O)Nc1c(C)n(-c2ccccc2)c(=O)n1C,109,0.9,4,-4,nt,0,4,1,nt
CCc1ccc(NC2CC(=O)N(c3ccc(OC)cc3OC)C2=O)cc1 (stereo unspecified),104[fluorescence artefact?],0.9,-4,-7,-15,-6,-1,1,-2
COCCOC(=O)CC1=NC(=O)CS1,96,0.8,0,2[fluorescence artefact?],-5,-8[fluorescence artefact?],-1,1.2,-2
O=C(CN(Cc1ccc(Cl)c(Cl)c1)S(=O)(=O)c1ccccc1)N/N=C\c1ccc2c(c1)OCO2,nt,1.5,-14,nt,12,nt,-2,nt,3
CC(NC(=O)c1ccc(CS(=O)(=O)c2cccc(C(F)(F)F)c2)o1)c1ccc2c(c1)OCCO2 (stereo unspecified),120,1.3,-4,4[fluorescence artefact?],-24,0[fluorescence artefact?],0,1.1,0
O=C(Nc1cccc2cccnc12)c1ccc(Br)o1,94[fluorescence artefact?],1.1,7,-3,-63,4,3,1.3,3
O=C(c1cccc(F)c1)N1CCN(Cc2c[nH]c3ccccc23)CC1,116,1.2,11,-8,nt,-2,-6,1.3,nt
CNC(=O)Nc1ccc(Cl)cc1,107,0.9,7,-2,-11,-12,-3,1.2,0
O=C(O)CCCCCNC(=O)c1ccc(Br)cc1,92,0.9,4,20,9,6,0,1.1,-2
O=C1N/C(=C/c2cccn2-c2ccc(F)cc2)C(=O)N1Cc1ccccc1,nt,1.1,-20,nt,-11,nt,1,nt,-6
O=C(CSc1nnc(Cn2nnc3ccccc32)o1)N(Cc1ccc(Cl)cc1)c1ccccc1,121,1.1,-8,-2,104,-8,1,nt,-6
O=C1C(C=NCc2ccncc2)=C(O)c2ccccc21,127[fluorescence artefact?],0.8,-2,6,-14,0,-1,1.4,-4
CCc1ccc2nc(NC(=O)CSCc3c(C)noc3C)sc2c1,83[fluorescence artefact?],nt,nt,6[fluorescence artefact?],nt,91*[fluorescence artefact?],3,1.3,nt
Cc1ccc(NC2=C(N3CCCCC3)C(=O)c3ccccc3C2=O)cc1,nt,0.8,-6,nt,14,nt,15,nt,-4
Cc1cc(=O)oc2cc(OCC(=O)NCc3ccco3)ccc12,91,nt,nt,-11,nt,-11,-1,1.3,nt
COc1cc(/C(C#N)=C/c2ccccc2)c([N+](=O)[O-])cc1OC,83[fluorescence artefact?],nt,nt,-41,nt,-10,1,0.9,nt
COc1ccc(C2N(S(=O)(=O)c3ccccc3)CCN2S(=O)(=O)c2ccc(C)cc2)cc1 (stereo unspecified),104,1.4,-14,2,11,2,0,1,-3
Cc1ccc(-c2nnn(CC(=O)NC3CCN(Cc4ccccc4)CC3)n2)cc1,99,nt,nt,-13,nt,24,0,1.1,nt
O=c1c2ccccc2nc2n1C(CSCc1ccc(Cl)cc1Cl)CS2 (stereo unspecified),nt,0.9,4,nt,3,nt,3,nt,-3
CCCC(=O)N1CCN(c2ccc(NC(=O)c3cc4ccccc4o3)cc2)CC1,98[fluorescence artefact?],1.3,-4,-25,-4,-31,3,nt,-1
O=S(=O)(c1cccs1)n1nnc2ccccc21,98,0.9,14,0,1,-1,11,1,-4
O=C(OCc1nnc(-c2ccccc2)o1)c1ccc(S(=O)(=O)NCc2ccco2)cc1,110[fluorescence artefact?],1.3,-4,53*[fluorescence artefact?],nt,49,5,1,nt
CCCCCC(=O)Nc1ccc(N2CCN(S(C)(=O)=O)CC2)cc1,111,1.1,-9,7,-20,2[fluorescence artefact?],2,1,7
COC(=O)C1=C(C)OC(N)=C(C#N)C1c1ccccc1 (stereo unspecified),125[fluorescence artefact?],1.1,4,3,28,3[fluorescence artefact?],1,1.1,-2
O=C(c1ccc(F)cc1)N1CCC(N2CCCCCC2)CC1,nt,1.6,-2,nt,9,nt,nt,1.1,2
N#CCSCC(=O)Nc1ccccc1,111,0.9,4,-26,-4,-19[fluorescence artefact?],-3,nt,-5
COc1ccc(CNC(=O)C2CCN(C(=O)[C@@H](CC(C)C)NC(=O)OC(C)(C)C)CC2)cc1,134,1.8,0,-2,-2,-6,1,1.2,-2
NS(=O)(=O)c1ccc(-n2nncc2C23CC4CC(CC(C4)C2)C3)cc1,103,1.3,-6,-2,-1,-4,3,1.2,-3
O=C1C(C=Nc2ccccc2)=C(O)c2ccccc21,99,1,-2,-4,11,7,4,nt,-3
O=C(NC1CCCC1)C1CC1c1ccccc1 (stereo unspecified),nt,1,7,nt,-9,nt,-1,1,0
Cc1ccccc1N1CC(c2nc3ccccc3[nH]2)CC1=O (stereo unspecified),107,1,0,-1,-45,-5,-3,1.1,7
COc1ccc(OC)c(CNC(=O)C2CCCN(c3nc4ccccc4o3)C2)c1 (stereo unspecified),nt,1,-25,nt,14,nt,1,1.3,-4
O=C(N1CCCCC1)C1(c2ccccc2)CCOCC1,116,1.6,-2,-9,-5,-13[fluorescence artefact?],-6,1.1,0
O=C1Nc2ccccc2C(O)(C(=O)NCc2ccc3c(c2)OCO3)N1c1ccc(Cl)c(Cl)c1 (stereo unspecified),96,1,-3,11,nt,1,6,1.1,nt
Cc1cc(NC(=O)CN2CCCCC2C)nc2c1c(=O)oc1ccccc12 (stereo unspecified),107[fluorescence artefact?],nt,nt,-2,nt,10,nt,0.9,nt

# Just Ecoli WT expand and ERb coact inh, for some of the entries so far:
Molecule | Ecoli WT expand | ERb coact inh
O=C(c1ccc(F)cc1)N1CCC(N2CCCCCC2)CC1 | -2 | nt
N#CCSCC(=O)Nc1ccccc1 | 4 | -19[fluorescence artefact?]

# Other entries follow.
SMILES,ERa coact pot,PLAP act,Ecoli WT expand,ERa SRC1 inh,CD11b adhes inh,ERb coact inh,FAK blocker,MT1-MMP txn act,CD11b adhes enh
C=CCN=C1SCC(=O)N1S(=O)(=O)c1ccccc1,106,1.3,-1,-5[fluorescence artefact?],-25,0,-2,1.2,-2
Cc1c(NS(=O)(=O)N2CCCCC2)c(=O)n(-c2ccccc2)n1C,103[fluorescence artefact?],0.9,11,3,7,-25,-1,1.2,-2
CCOC(=O)c1ccc(NC(=O)C2=C(C)Nc3nc(CCCO)nn3C2c2cccc(C)c2)cc1 (stereo unspecified),87[fluorescence artefact?],1.1,-6,17[fluorescence artefact?],-8,20[fluorescence artefact?],-7,nt,3
O=C1NC(c2ccccc2Cl)Nc2ccccc21 (stereo unspecified),nt,0.9,8,nt,-6,nt,3,nt,0

# Filtered by structure, the entries above with an aryl methoxy group
SMILES,ERa coact pot,PLAP act,Ecoli WT expand,ERa SRC1 inh,CD11b adhes inh,ERb coact inh,FAK blocker,MT1-MMP txn act,CD11b adhes enh
COc1ccc(-c2cc3nc(C)cc(C)n3n2)c(OC)c1,112[fluorescence artefact?],nt,nt,1[fluorescence artefact?],nt,-1,nt,0.9,nt
COc1ccc(CCNC(=O)c2cnccn2)cc1,92[fluorescence artefact?],1.1,9,45,1,26,nt,1.2,4
C=CCn1c(SCC(=O)c2ccc(OC)cc2)nnc1C(C)NC(=O)c1cccs1 (stereo unspecified),102,1.5,-2,7,-11,-13,1,1.2,4
COc1cc(Cn2c(N)c(C#N)c3nc4ccccc4nc32)cc(OC)c1,131,1.1,-7,-4,9,1[fluorescence artefact?],2,1.2,-4
CCc1ccc(NC2CC(=O)N(c3ccc(OC)cc3OC)C2=O)cc1 (stereo unspecified),104[fluorescence artefact?],0.9,-4,-7,-15,-6,-1,1,-2
COc1cc(/C(C#N)=C/c2ccccc2)c([N+](=O)[O-])cc1OC,83[fluorescence artefact?],nt,nt,-41,nt,-10,1,0.9,nt
COc1ccc(C2N(S(=O)(=O)c3ccccc3)CCN2S(=O)(=O)c2ccc(C)cc2)cc1 (stereo unspecified),104,1.4,-14,2,11,2,0,1,-3
COc1ccc(CNC(=O)C2CCN(C(=O)[C@@H](CC(C)C)NC(=O)OC(C)(C)C)CC2)cc1,134,1.8,0,-2,-2,-6,1,1.2,-2
COc1ccc(OC)c(CNC(=O)C2CCCN(c3nc4ccccc4o3)C2)c1 (stereo unspecified),nt,1,-25,nt,14,nt,1,1.3,-4

# Assay outcomes from PubChem BioAssay.
